ATXN viability: Viability Counterscreen for Primary qHTS for Inhibitors of ATXN expression | S2 cells (HEK-293 line with an ATXN2-luciferase reporter) viability, CellTiter-Fluor protease fluorescence, 24 h | Potency, µM (doses to about 56.7 µM), hits mostly cytotoxic | 400,000 compounds, 0.49% hits | AID 651635, 2014; further: potency means the concentration at half of the fitted maximal effect; nearly all actives have a fitted effect of over 40% in size
IL-1B inflam inh: qHTS for Inhibitors of Inflammasome Signaling: IL-1-beta AlphaLISA Primary Screen. THP-1 LPS/ATP IL-1B secretion, AlphaLISA, 16 h; active compounds read low. activity change, % at 57.5 µM. 360,000 compounds, 4.7% hits; in the data active means activity change below about -50%; inconclusive means mostly about -30% to -49%; further: on the % scale 0 is the no-effect control and ±100 the full control effect
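THP-1 cells pretreated 1 hr with compounds (up to 57.5 uM final), then stimulated with LPS (250 ng/mL final) plus ATP (1.25 mM final); secreted IL-1B measured by AlphaLISA after 16 hr, decreased signal indicating inhibition.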
HT1080NT lethal: qHTS for induction of synthetic lethality in tumor cells producing 2HG: qHTS for the HT-1080-NT fibrosarcoma cell line; HT-1080-NT fibrosarcoma viability, CellTiter-Glo ATP luminescence, 48 h; Potency, µM (series often up to 46.1 µM), without a hit: at the highest dose activity, negative = less viability, actives largely listed as cytotoxic; 360,000 compounds, 1.6% hits;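 further: NT is the 2HG producing partner of a matched IDH1 knockdown line; potency means the concentration at half of the fitted maximal effect; 0% = DMSO-treated cells and -100% = media-only wells without cells; nearly all actives have a fitted effect of over 55% in size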
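Fibrosarcoma NT cells, 750 per well in 5% FBS RPMI, were exposed to compound for 48 hours. Viability: CellTiter-Glo luminescence.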
ATXN2 expr inh: Primary qHTS for Inhibitors of ATXN expression. HEK-293 ATXN2-luciferase reporter, luminescence, 24 h. Potency, µM (highest dose often 57 µM), inactives show at the top dose activity change, negative = inhibition, actives largely listed as inhibitors. 360,000 compounds, 0.72% hits; further: potency means the concentration at half of the fitted maximal effect; on the % scale 0 is the no-effect control and ±100 the full control effect; nearly all actives have a fitted effect of over 55% in size
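qHTS (up to 57 uM final) was run with 24 h compound exposure of reporter cells at 37 °C. Each well was multiplexed: SteadyGlo luminescence measured ATXN2-luciferase expression after a fluorogenic Gly-Phe-AFC viability readout (25 uM final).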
KB-3-1 cytotox: qHTS assay for MDR1-selective chemotherapeutics: Primary screen using the parental adenocarcinoma cell KB-3-1 | Potency, µM (titrated, usually from 46.1 µM), inactives show top-dose activity change, negative = cytotoxic, most hits filed as cytotoxic | 400,000 compounds, 1.4% hits | AID 1347075, 2019 | KB-3-1 viability, CellTiter-Glo ATP luminescence, 72 h; further: potency means the concentration at half of the fitted maximal effect; on the % scale 0 is the no-effect control and ±100 the full control effect; nearly all actives have a fitted effect of over 60% in size
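Cytotoxicity measured as CellTiter-Glo luminescence after 72 h at 37 C. Compound titrations were pinned onto drug-naive KB-3-1 parental adenocarcinoma cells grown in DMEM with 10% FBS, and normalized data fitted to concentration-response curves.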
MCF10A rerep: A quantitative high throughput screen for small molecules that induce DNA re-replication in MCF 10a normal breast cells; MCF 10A DNA re-replication, Hoechst nuclear intensity, 48 h; Potency, µM (doses to about 46.1 µM), for the others: at the top dose activity, positive = re-replication, hits mostly activators; 350,000 compounds, 2.9% hits; AID 624296, 2012; further: potency means the concentration at half of the fitted maximal effect; % of control where 0% means no effect; nearly all actives have a fitted effect of over 50% in size
HepG2 viability: qHTS for Inhibitors of TGF-b: Cytotox Counterscreen; AID 588856, 2011; 410,000 compounds, 0.76% hits; HepG2 CAGA-GFP viability, ATP luminescence, 18 h; Potency, µM (doses to about 46.1 µM), without a hit: at the top dose activity change, negative = cytotoxicity, hits mostly cytotoxic; further: potency means the concentration at half of the fitted maximal effect; some results filed as inactive show a strong effect at the top dose
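HepG2 CAGA-GFP cells (1000/well, DMEM with 1% FBS) received compound, then TGF-beta at 500 pg/mL final, and were incubated 18 hours at 37 degrees C. Viability was read by CellTiter-Glo luminescence. Media-only wells were set as complete cell-killing and DMSO as no toxicity.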
SW480 rereplic: A quantitative high throughput screen for small molecules that induce DNA re-replication in SW480 colon adenocarcinoma cells; 340,000 compounds, 1.8% hits; Potency, µM (top dose mostly 46.1 µM), without a hit: at the top dose re-replication activation, usual class: activators; SW480 DNA re-replication, Hoechst DNA content imaging, 48 h; further: potency means the concentration at half of the fitted maximal effect; % of control where 0% means no effect; nearly all actives have a fitted effect of over 55% in size
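Image-based DNA-content assay: after two days of treatment, nuclei were labelled with the DNA dye Hoechst and imaged, and hits were compounds raising the count of nuclei showing high fluorescence intensity.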
HT1080 IDH1KD tx: qHTS for induction of synthetic lethality in tumor cells producing 2HG: qHTS for the HT-1080-IDH1KD cell line. Potency, µM (highest dose often 46.1 µM), for the others: at the top dose activity, negative = toxicity, actives largely listed as cytotoxic. HT-1080 IDH1 knockdown viability, ATP luminescence, 48 h. AID 686971, 2013. 360,000 compounds, 2% hits;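 further: potency means the concentration at half of the fitted maximal effect; 0% = DMSO wells and -100% = cell-free medium wells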
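Knockdown cells (IDH1KD HT-1080) received compounds 2 h after plating at 750 cells/well and were kept 48 h at 37 °C in 5% FBS RPMI. A CellTiter-Glo luminescence read gave % activity for curve fitting.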
Active calls of the source: *; i = inactive; ? = inconclusive; . = not tested or not shown; & = joins results of further samples; [ ] = another dose, or the depositor's remark. Unless noted, the call rests on the fitted dose curve; in most records, active means well fitted curve in the direction sought with a large enough effect; inconclusive means small, poorly fitted or top-dose-only effect, or another doubt; inactive means no such curve, though single readings can be large; an effect the other way counts as inactive or inconclusive.

SMILES	ATXN viability	IL-1B inflam inh	HT1080NT lethal	ATXN2 expr inh	KB-3-1 cytotox	MCF10A rerep	HepG2 viability	SW480 rereplic	HT1080 IDH1KD tx
O=C(C1=C[C@H](c2ccccc2)C[C@H](OCc2ccc(CO)cc2)O1)N1CCN(Cc2ccccc2)CC1	i	-60*	-15%	?	-20%	?	-9%	-17%[9.22 µM]	-9%
NC(=O)C1=C[C@H](c2ccc(C(F)(F)F)cc2)C[C@H](OCCCCO)O1	i	-7	0%	-15%	3%	-3%	-17%	-5%	5%
C[C@@H]1CN([C@@H](C)CO)C(=O)c2cc(Br)cnc2O[C@H]1CN(C)Cc1ccccc1C(=O)O	i	14	9%	5%	0%	.	0%	.	3%
CCOc1ccccc1CNC(=O)c1cc2c(=O)n(Cc3cccnc3)ccc2nc1C	i	.	.	8%	2%	.	-15%	.	.
COC(=O)C1=C(C)N=C2SCCC(=O)N2C1c1ccc(OCc2ccccc2)c(OC)c1 (configuration not stated)	i	.	.	-3%	-1%	.	-22%	.	.
Brc1cccc(OCCCCN2CCCCC2)c1	i	?	0%	-15%	-1%	?	-1%	-1%	-20%
Cc1ccc(-c2nc(SCC(=O)NCC3CCCO3)c(-c3ccc(Cl)cc3)[nH]2)cc1 (configuration not stated)	?	?	3%	-10%	13%	8%	-17%	-6%	15%
CCOC(=O)N1CCN(C(=O)c2ccc3c(c2)N(Cc2cccc(Cl)c2)C(=O)c2ccccc2S3=O)CC1 (configuration not stated)	i	-23	-8%	?	-15%	12%	-14%&-28%	-32%[inhibitor]	-23%
CCOc1cc(C2C3=C(CC(C)(C)CC3=O)Nc3n[nH]c(C)c32)ccc1O (configuration not stated)	i	42	-5%	-3%	7%	-11%	6%	-4%	-8%
COc1ccc(CNC(=O)COC(=O)c2ccc3c(c2)OCCO3)cc1	i	19	0%	2%	0%	-1%	-27%	3%[9.22 µM]	1%
Cc1cc(F)ccc1S(=O)(=O)Nc1ccccc1C(=O)NCc1cccnc1	i	22	-17%	-19%	-7%	19%	5%	-1%	-5%
COCCOC(=O)c1c(NC(=O)CNCc2ccco2)sc(C(N)=O)c1C	i	-17	-2%	5%	-5%	13%	-8%	-70%[inhibitor][1.84 µM]	-1%
CC(C)c1ccc(OCC(=O)N(Cc2ccccc2)c2ccccn2)cc1	?	-6	1%	.	-10%	25%	-17%	0%	-28%
Cc1ccc(C2=N/C(=C\c3ccc(OS(=O)(=O)c4ccc(C)cc4)cc3)C(=O)O2)cc1	i	-11	4%	5%	-3%	11%	-11%	-13%	2%
CCc1nnc(NC(=O)c2cccc(S(=O)(=O)N3CCN(c4ccccc4)CC3)c2)s1	i	14	-27%	-12%	4%	18%	-39%	?	-26%
O=C(COC(=O)c1ccc(S(=O)(=O)N2CCCCC2)cc1)NC1CCCCC1	i	-5	7%	.	-2%	.	1%	.	14%
Cc1nc(-c2ccc(C(=O)N3CCOCC3)cc2)cs1	i	-20	6%	-11%	2%	-4%	3%	1%	-1%
Cc1cc(C)c2nc(C)cc(N/N=C/c3ccc(O)cc3)c2c1	?	-98*	5.2µM*	?	?	15µM*	18µM*	4.1µM*	5.8µM*
Cc1cc(OCC(O)CN2CCN(C)CC2)ccc1C(C)C (configuration not stated)	?	8&12	-15%&-13%	-12%&-6%	24%&-16%	-2%&24%	-4%&-13%	1%&-1%	-4%&1%
CN(C)/C=C1\C(=O)Oc2ccccc2C1=O	i	-10	-19%	.	0%	7%	66%	-4%	?
CC(C)CCN1CCN(Cc2ccon2)CC1CCO (configuration not stated)	i	11	1%	6%	7%	-33%[inhibitor]	4%	?	5%
CCc1ccc(C(=O)c2cn(CC(=O)Nc3cccc(C)c3C)c3nc(C)ccc3c2=O)cc1	?	.	.	?	8%	.	-2%	.	.
CC(=O)Nc1ccc(NC(=O)/C=C/c2ccc3c(c2)OCO3)cc1	.	13	?	-3%	-1%	?	0%	0%	-19%
O=C(c1ccc(COc2ccccc2Cl)o1)N1N=C(C(F)F)CC1(O)C(F)F (configuration not stated)	i	?	?	-36%	7%	?	-65%	-3%	?

A draw from above in order of formula weight, ascending:
SMILES	ATXN viability	IL-1B inflam inh	HT1080NT lethal	ATXN2 expr inh	KB-3-1 cytotox	MCF10A rerep	HepG2 viability	SW480 rereplic	HT1080 IDH1KD tx
CC(C)CCN1CCN(Cc2ccon2)CC1CCO (configuration not stated)	i	11	1%	6%	7%	-33%[inhibitor]	4%	?	5%
CC(=O)Nc1ccc(NC(=O)/C=C/c2ccc3c(c2)OCO3)cc1	.	13	?	-3%	-1%	?	0%	0%	-19%
O=C(COC(=O)c1ccc(S(=O)(=O)N2CCCCC2)cc1)NC1CCCCC1	i	-5	7%	.	-2%	.	1%	.	14%
O=C(c1ccc(COc2ccccc2Cl)o1)N1N=C(C(F)F)CC1(O)C(F)F (configuration not stated)	i	?	?	-36%	7%	?	-65%	-3%	?
Cc1ccc(C2=N/C(=C\c3ccc(OS(=O)(=O)c4ccc(C)cc4)cc3)C(=O)O2)cc1	i	-11	4%	5%	-3%	11%	-11%	-13%	2%
CCc1nnc(NC(=O)c2cccc(S(=O)(=O)N3CCN(c4ccccc4)CC3)c2)s1	i	14	-27%	-12%	4%	18%	-39%	?	-26%

The results go on:
SMILES	ATXN viability	IL-1B inflam inh	HT1080NT lethal	ATXN2 expr inh	KB-3-1 cytotox	MCF10A rerep	HepG2 viability	SW480 rereplic	HT1080 IDH1KD tx
O=C(NCC1(c2ccccc2)CCCC1)c1ccco1	i	-4	25%	-19%	1%	-28%	-19%	-23%	18%
COC(=O)c1ccccc1NC(=O)c1cn2c3c(ccc(Cl)c3c1=O)OC(C)C2 (configuration not stated)	i	.	.	3%	-13%	.	-6%	.	.
CCCCN(C(=O)NC(=O)Nc1nc2ccc(OC)cc2s1)S(C)(=O)=O	i	-3	-16%	2%	?	-8%	-14%	?	-4%
O=C(Nc1cccc(C(=O)N2CCN(c3ccc(F)cc3)CC2)c1)c1ccccc1	i	0	-16%	.	?	-5%	-1%	-3%	-1%
CC(C(=O)N1CCOCC1)N1C(=O)C2C3CC(C(Br)C3Br)C2C1=O (configuration not stated)	i	-2	1%	6%	-2%	6%	6%	2%	10%
COc1cccc(NC(=O)CSc2nnc(-c3ccoc3C)n2C)c1	i	-5	27%	-14%	5%	2%	-1%	14%	19%
C[C@H](NC(=O)OC(C)(C)C)c1nnc(SCc2c(F)cccc2Cl)o1	i	.	.	-10%	-13%	.	-18%	.	.
CSc1c(-c2ccccc2)nc2ccccc2c1C(=O)O	i	-2	2%	0%	0%	22%	-13%	3%	0%
Cn1nc([N+](=O)[O-])nc1Sc1ccc(C(C)(C)C)cc1	i	25	-2%	-9%	-1%	5%	-11%	0%	1%
CCc1nnc(NC(=O)c2cnccn2)s1	i	1	11%	12%	9%	18µM*	-7%	0%	5%
O=c1[nH]c2ccc(NC(=S)Nc3ccc(Cl)cc3)cc2[nH]1	i	-28	-8%	-3%	8%	7%	-12%	0%	-4%
CSc1ccccc1C(=O)OCC(=O)NC1CCS(=O)(=O)C1 (configuration not stated)	i	23	4%	-37%	2%	5%	3%	-2%	0%
Cc1ccccc1-c1nc(CN2CCCC(C(=O)NCc3cccnc3)C2)c(C)o1 (configuration not stated)	.	-5	-7%	.	-1%	18%	-19%	-24%	-13%
Cc1cc(N2C(=O)[C@@H]3[C@H](C2=O)[C@@H]2C[C@H]3C(Br)C2Br)no1 (some centres not stated)	?	19	7%	-19%	2%	-2%	-5%	-17%	10%
Cc1ccc(C)c(NC(=O)CN(C)C(=O)c2cc(C3CC3)nn2-c2ccccc2)c1	i	-8	-13%	.	-9%	-2%	-29%	7%	0%
Cc1ccc(NC(=O)c2ccc(F)c(S(=O)(=O)N3CCOCC3)c2)cc1F	i	?	?	-15%	-20%	2%	-19%	2%	?
COc1ccccc1NC(=O)c1cc2c(=O)n(C)c3ccccc3c2n1C	i	?	11%	.	2%	11%	-16%	?	-1%
Cc1nc2ccccc2c2oc(C(=O)NCCCN3CCCC(C)C3)cc12 (configuration not stated)	?	0	-25%	-21%	?	?	-6%	?	1%
CCn1c(C(=O)N2CCCC(C(=O)NCCc3ccc(C)cc3)C2)cc2sccc21 (configuration not stated)	?	-54*	?	?	?	?	-26%	?	?
COCCN(C(=O)COC(=O)c1cccnc1Cl)c1c(N)n(Cc2ccccc2)c(=O)[nH]c1=O	i	5	-3%	2%	2%	1%	0%	-8%	-14%
CCOC(=O)c1c(CN2CCNCC2)nc2ccc(Cl)cc2c1-c1ccccc1	?	-64*	-16%	?	?	?	-116%	?	?
COc1ccc(CC(=O)N(C)Cc2cccc(OC)c2OC)cc1S(=O)(=O)N1CCOCC1	i	12	-2%	-1%	-8%	6%	-25%	-6%	4%

Compound profiles, as listed above.
Cc1cc(F)ccc1S(=O)(=O)Nc1ccccc1C(=O)NCc1cccnc1 in the list: ATXN viability: i; IL-1B inflam inh: 22; HT1080NT lethal: -17%; ATXN2 expr inh: -19%; KB-3-1 cytotox: -7%; MCF10A rerep: 19%; HepG2 viability: 5%; SW480 rereplic: -1%; HT1080 IDH1KD tx: -5%
COc1cccc(NC(=O)CSc2nnc(-c3ccoc3C)n2C)c1 in the list: ATXN viability: i; IL-1B inflam inh: -5; HT1080NT lethal: 27%; ATXN2 expr inh: -14%; KB-3-1 cytotox: 5%; MCF10A rerep: 2%; HepG2 viability: -1%; SW480 rereplic: 14%; HT1080 IDH1KD tx: 19%

Compound activity as filed in PubChem.

Compounds were not picked by outcome. Share with any hit: about 8.9%.
